# BioA inh: M. tuberculosis BioA enzyme inhibitors, primary screen, biochemical, plate reader, single point, HTS; 7,8-diaminopelargonic acid synthase BioA (Mycobacterium tuberculosis); purified M. tuberculosis BioA enzyme; inhibition, % at 9.99 µM; 360,000 compounds, 0.096% hits; AID 602481, 2012; in the data active = inhibition above about 40%
# An asterisk follows results filed as active; & = joins results of further samples.
1. C[C@@H]1CN([C@H](C)CO)C(=O)c2cccc(NC(=O)Nc3ccc4c(c3)OCO4)c2O[C@H]1CN(C)C(=O)Nc1ccc2c(c1)OCO2
  BioA inh: 4.2
2. CC(C)NC(=O)Nc1ccc2c(c1)C(=O)N([C@H](C)CO)C[C@@H](C)[C@H](CN(C)S(=O)(=O)c1cn(C)cn1)O2
  BioA inh: -0.5
3. COCC#Cc1ccc2c(c1)O[C@@H](CN(C)CC1CCOCC1)[C@@H](C)CN([C@@H](C)CO)S2(=O)=O
  BioA inh: -0.7
4. C[C@@H]1CN([C@H](C)CO)C(=O)c2cc(NC(=O)NC3CCCCC3)ccc2O[C@@H](C)CCCCO[C@H]1CN(C)S(=O)(=O)c1cccs1
  BioA inh: 5.3
5. COC(=O)C[C@H]1CC[C@H]2[C@@H](COc3ccc(NC(=O)c4cccc(OC)c4)cc3C(=O)N2C)O1
  BioA inh: -0.6
6. CC(C)C(=O)Nc1ccc2c(c1)C(=O)N(C)[C@H]1CC[C@H](CC(=O)NC3CCCC3)O[C@H]1CO2
  BioA inh: 0.9
7. CC(C)C#Cc1ccc2c(c1)O[C@@H](CN(C)C(=O)c1ccccn1)[C@@H](C)CN([C@@H](C)CO)S2(=O)=O
  BioA inh: 0.3
8. Cc1ccc(S(=O)(=O)Nc2ccc3c(c2)C(=O)N([C@@H](C)CO)C[C@@H](C)[C@@H](CN(C)C(=O)CCC(F)(F)F)OCCCC[C@H](C)O3)cc1
  BioA inh: 1.8
9. CO[C@@H]1CN(C)C(=O)c2ccc(NC(C)=O)cc2OC[C@@H](C)N(C(=O)c2ccccc2F)C[C@@H]1C
  BioA inh: -1.8
10. Cc1ccc(S(=O)(=O)N(C)C[C@H]2OCCCC[C@@H](C)Oc3ccc(NS(=O)(=O)c4cn(C)cn4)cc3C(=O)N([C@@H](C)CO)C[C@@H]2C)cc1
  BioA inh: 1.7
11. COc1ccc(CN(C)C[C@H]2Oc3c(NC(=O)c4cc(C)nn4C)cccc3C(=O)N([C@@H](C)CO)C[C@@H]2C)cc1
  BioA inh: 0.4
12. CC(=O)N(C)C[C@@H]1[C@@H](c2ccc(-c3ccccc3F)cc2)[C@H](CO)N1C(C)=O
  BioA inh: -2.0
13. CCCC#Cc1cnc2c(c1)C(=O)N([C@@H](C)CO)C[C@@H](C)[C@@H](CN(C)C(=O)NC1CCCC1)O2
  BioA inh: 0.8
14. Cc1cccc(S(=O)(=O)N[C@@H]2CC[C@H](CCNC(=O)Nc3cc(F)ccc3F)O[C@H]2CO)c1
  BioA inh: 0.5
15. O=C(Nc1ccccc1)N[C@H]1CC[C@@H](CCNS(=O)(=O)c2ccccc2F)O[C@H]1CO
  BioA inh: 0.1
16. O=C(C[C@H]1C[C@@H]2c3cc(NC(=O)NC4CCCC4)ccc3O[C@@H]2[C@H](CO)O1)NCc1cc(F)ccc1F
  BioA inh: 0.3
17. COc1ccccc1-c1cnc2c(c1)C(=O)N([C@H](C)CO)C[C@H](C)[C@@H](CN(C)Cc1ccc(C(=O)O)cc1)O2
  BioA inh: 1.6
18. COC(=O)C[C@@H]1CC[C@H](NS(=O)(=O)c2ccccc2F)[C@H](CO)O1
  BioA inh: -2.4
19. COc1ccccc1S(=O)(=O)N[C@@H]1CC[C@@H](CCNC(=O)C2CCCCC2)O[C@H]1CO
  BioA inh: -3.2
20. CCOC(=O)N(C)C[C@H]1OCc2ccccc2-c2ccccc2C(=O)N([C@@H](C)CO)C[C@H]1C
  BioA inh: 0.1
21. COc1ccc(S(=O)(=O)N[C@H]2CC[C@@H](CC(=O)NCCc3ccncc3)O[C@@H]2CO)cc1
  BioA inh: 11.9
22. COc1cccc(NC(=O)N(C)C[C@H]2Oc3ncc(/C=C/c4ccccc4)cc3C(=O)N([C@@H](C)CO)C[C@H]2C)c1
  BioA inh: 2.3
23. CN(C)c1ccc2c(c1)[C@H]1C[C@H](CC(=O)O)O[C@H](CO)[C@H]1O2
  BioA inh: -1.2
24. CCNC(=O)[C@H]1[C@H](CO)[C@H]2Cn3c(ccc(-c4ccc(F)cc4)c3=O)[C@H]2N1C(=O)Cc1cccnc1
  BioA inh: 17.5
25. C[C@@H]1CN([C@H](C)CO)C(=O)c2cccc(NC(=O)C3CCCCC3)c2O[C@@H]1CN(C)C(=O)Nc1cccc2ccccc12
  BioA inh: -0.2

26. C[C@H]1CN([C@@H](C)CO)C(=O)c2cc(C#Cc3cccc(F)c3)cnc2O[C@H]1CN(C)C(=O)C1CCCCC1
  BioA inh: -0.9
27. COc1cccc(-c2cnc3c(c2)C(=O)N([C@H](C)CO)C[C@H](C)[C@H](CN(C)Cc2ccc(F)cc2)O3)c1
  BioA inh: 2.6&6.1
28. CCCN1C[C@H](C)[C@@H](OC)CN(C)C(=O)c2ccc(NC(=O)c3cccc(OC)c3)cc2OC[C@H]1C
  BioA inh: 0.2
29. C[C@@H]1CN([C@H](C)CO)C(=O)c2cccc(NC(=O)C3CC3)c2O[C@H]1CN(C)Cc1ccc(C(=O)O)cc1
  BioA inh: 1.1
30. CC(=O)N1CCCCN2[C@H](C1)[C@H](c1ccc(-c3cccc(C(=O)N(C)C)c3)cc1)[C@@H]2CO
  BioA inh: 0.9
31. C[C@H](CO)N1C[C@H](C)[C@@H](CN(C)C(=O)C2CCOCC2)Oc2ncc(-c3ccccc3F)cc2C1=O
  BioA inh: -8.0
32. CC(C)NC(=O)N1C[C@@H]2[C@H](c3ccccc31)[C@H](CO)N2Cc1ccccc1
  BioA inh: -2.6
33. C[C@H](CO)N1C[C@H](C)[C@@H](CN(C)S(=O)(=O)c2ccc(F)cc2)OCCCC[C@H](C)Oc2ccc(NC(=O)C3CCCCC3)cc2C1=O
  BioA inh: -1.0
34. CS(=O)(=O)N1CCCCN2[C@@H](CO)[C@H](c3ccc(-c4cccc(C#N)c4)cc3)[C@@H]2C1
  BioA inh: -1.5
35. C[C@@H]1CN([C@@H](C)CO)S(=O)(=O)c2ccc(C3=CCCCC3)cc2O[C@@H]1CN(C)C(=O)C1CC1
  BioA inh: 0.1
36. COc1ccc(S(=O)(=O)Nc2ccc3c(c2)C(=O)N([C@@H](C)CO)C[C@H](C)[C@H](CN(C)Cc2ccc(Oc4ccccc4)cc2)O3)cc1
  BioA inh: -0.6
37. CCCC#Cc1cnc2c(c1)C(=O)N([C@H](C)CO)C[C@H](C)[C@H](CN(C)C(=O)NCCC)O2
  BioA inh: -0.1
38. C[C@H](CO)N1C[C@H](C)[C@@H](CN(C)Cc2ccc3c(c2)OCO3)Oc2c(NC(=O)c3ccncc3)cccc2C1=O
  BioA inh: 1.6
39. COc1ccccc1CNC(=O)C[C@H]1CC[C@H]2[C@H](COc3ccc(NC(=O)Nc4ccc(F)c(F)c4)cc3C(=O)N2C)O1
  BioA inh: 0.9
40. C[C@H](CO)N1C[C@H](C)[C@@H](CN(C)S(=O)(=O)c2ccccc2)OCc2ccccc2-c2ccccc2C1=O
  BioA inh: 0.6
41. CCCC(=O)Nc1ccc2c(c1)C(=O)N(C)C[C@@H](OC)[C@H](C)CN(C(C)=O)[C@H](C)CO2
  BioA inh: -2.8
42. CN1C(=O)c2cc(NC(=O)c3cscn3)ccc2OC[C@H]2O[C@H](CC(=O)NCC3CC3)CC[C@@H]21
  BioA inh: 0.2
43. Cc1ccc(S(=O)(=O)N2C[C@@H](O)COC[C@@H]3O[C@H](CC(=O)NCc4ccc5c(c4)OCO5)CC[C@H]32)cc1
  BioA inh: 0.1
44. C[C@H]1CN([C@@H](C)CO)C(=O)CCCn2cc(nn2)CO[C@@H]1CN(C)C(=O)CCCN(C)C
  BioA inh: 1.0
45. COc1cccc(S(=O)(=O)N(C)C[C@@H]2Oc3ncc(-c4cccc(C(=O)N(C)C)c4)cc3C(=O)N([C@@H](C)CO)C[C@H]2C)c1
  BioA inh: 0.7
46. Cc1ccc(S(=O)(=O)N(C)C[C@H]2Oc3ccc(NC(=O)Cn4cnnn4)cc3CC(=O)N([C@H](C)CO)C[C@@H]2C)cc1
  BioA inh: 2.0
47. CO[C@H]1CN(C)C(=O)c2cc(NC(=O)c3ccccc3F)ccc2OC[C@H](C)N(CC2CCOCC2)C[C@H]1C
  BioA inh: -9.4
48. COc1ccc(S(=O)(=O)N(C)C[C@@H]2OCCCC[C@H](C)Oc3ccc(NS(=O)(=O)c4c(C)noc4C)cc3C(=O)N([C@H](C)CO)C[C@@H]2C)cc1
  BioA inh: -1.1
49. O=C(C[C@H]1CC[C@H](NC(=O)Nc2cc(F)ccc2F)[C@H](CO)O1)NCCCN1CCOCC1
  BioA inh: 2.2
50. C[C@@H]1CN([C@@H](C)CO)C(=O)c2cccc(NS(=O)(=O)c3cn(C)cn3)c2O[C@@H]1CN(C)Cc1ccc(-c2ccccc2)cc1
  BioA inh: -0.3

51. COc1ccccc1-c1ccc2c(c1)O[C@@H](CN(C)C(=O)c1ccccc1)[C@@H](C)CN([C@H](C)CO)S2(=O)=O
  BioA inh: -1.8
52. C[C@H](CO)N1C[C@H](C)[C@@H](CN(C)S(=O)(=O)c2ccc(Cl)cc2)OCCCC[C@H](C)Oc2ccc(NC(=O)Nc3ccc(C(F)(F)F)cc3)cc2C1=O
  BioA inh: 1.0
53. C[C@H](CO)N1C[C@H](C)[C@H](CN(C)C(=O)c2ccccc2F)Oc2ncc(C#Cc3ccccc3)cc2C1=O
  BioA inh: -1.6
54. COc1ccc(NC(=O)Nc2ccc3c(c2)C(=O)N([C@@H](C)CO)C[C@@H](C)[C@H](CN(C)S(C)(=O)=O)OCCCC[C@@H](C)O3)cc1
  BioA inh: -0.1
55. COc1ccc(CNC(=O)C[C@@H]2C[C@@H]3c4cc(NC(=O)C5CCC5)ccc4O[C@@H]3[C@@H](CO)O2)cc1
  BioA inh: -3.0
56. C[C@H]1CN([C@@H](C)CO)C(=O)CCCn2nncc2CO[C@@H]1CN(C)C
  BioA inh: 0.1
57. C[C@@H]1CCCCO[C@H](CN(C)C(=O)NC2CCCCC2)[C@@H](C)CN([C@@H](C)CO)C(=O)c2cc(NC(=O)NC3CCCCC3)ccc2O1
  BioA inh: -1.8
58. C[C@H](CO)N1C[C@H](C)[C@@H](CN(C)C(=O)C2CCOCC2)Oc2ncc(-c3cccnc3)cc2C1=O
  BioA inh: -1.3
59. COc1ccc(S(=O)(=O)N2CC[C@@H]3[C@H](CO)Nc4ccc(-c5cccc(C#N)c5)cc4[C@@H]32)cc1
  BioA inh: -1.8
60. CCCN(C)C[C@@H]1Oc2cc(C#CC3CCCCC3)ccc2S(=O)(=O)N([C@H](C)CO)C[C@H]1C
  BioA inh: -2.5
61. CC(C)CC#Cc1ccc2c(c1)O[C@@H](CN(C)C(=O)c1ccccn1)[C@H](C)CN([C@H](C)CO)S2(=O)=O
  BioA inh: 0.7
62. CC(=O)N1CCCCN2[C@H](CO)[C@H](c3ccc(-c4ccccc4)cc3)[C@H]2C1
  BioA inh: 0.7
63. COc1ccc(NC(=O)Nc2ccc3c(c2)C(=O)N([C@@H](C)CO)C[C@@H](C)[C@H](CN(C)C(=O)C2CCCCC2)OCCCC[C@H](C)O3)cc1
  BioA inh: -2.9
64. COC(=O)[C@@H]1[C@@H](CO)[C@@H]2Cn3c(cccc3=O)[C@H]1N2Cc1nccs1
  BioA inh: -1.0
65. COCC(=O)N(C[C@H]1[C@H](c2ccccc2)[C@H](CO)N1C(=O)NC(C)C)C(C)C
  BioA inh: -0.1
66. COc1ccccc1C#Cc1ccc2c(c1)O[C@@H](CN(C)Cc1ccncc1)[C@H](C)CN([C@H](C)CO)S2(=O)=O
  BioA inh: -2.4
67. C[C@H](CO)N1C[C@H](C)[C@@H](CN(C)C)OCc2ccccc2-c2c(n(C)c3ccccc23)C1=O
  BioA inh: -1.1
68. O=C(NC1CCC1)[C@@H]1[C@@H](CO)[C@@H]2Cn3c(cccc3=O)[C@H]1N2CC1CCCCC1
  BioA inh: -0.6
69. C[C@H]1CCCCO[C@@H](CN(C)S(=O)(=O)c2cn(C)cn2)[C@@H](C)CN([C@@H](C)CO)C(=O)c2cc(NC(=O)Nc3ccccc3)ccc2O1
  BioA inh: 0.1
70. C[C@H]1CN([C@@H](C)CO)C(=O)Cc2cc(NS(=O)(=O)c3cn(C)cn3)ccc2O[C@H]1CN(C)Cc1ccc(C(F)(F)F)cc1
  BioA inh: -0.7
71. CN1C(=O)c2cc(NC(=O)c3cnccn3)ccc2OC[C@@H]2O[C@@H](CC(=O)O)CC[C@H]21
  BioA inh: 9.6
72. C[C@@H]1CN([C@H](C)CO)C(=O)c2cc(C#CC3(O)CCCC3)cnc2O[C@H]1CN(C)S(=O)(=O)c1ccc(F)cc1
  BioA inh: 3.9
73. C[C@@H]1CCCCO[C@H](CN(C)Cc2ccc(C(F)(F)F)cc2)[C@H](C)CN([C@@H](C)CO)C(=O)c2cc(NC(=O)Nc3cccc4ccccc34)ccc2O1
  BioA inh: 1.9
74. COc1ccc(CN2C(C)C3C(C)=CC2C2C(=O)N(C)C(=O)C32)cc1 (configuration not stated)
  BioA inh: -0.7
75. C/C=C/c1ccc([C@H]2[C@H]3CN(C(=O)Nc4ccc(F)cc4)CCCCN3[C@H]2CO)cc1
  BioA inh: -3.7

76. C[C@H](O)C#Cc1cnc2c(c1)C(=O)N([C@@H](C)CO)C[C@H](C)[C@H](CN(C)C(=O)CC1CC1)O2
  BioA inh: -1.1
77. CCC(=O)Nc1ccc2c(c1)OC[C@@H](C)N(C(=O)COC)C[C@@H](C)[C@@H](OC)CN(C)C2=O
  BioA inh: -2.4
78. C[C@@H]1CN([C@H](C)CO)S(=O)(=O)c2ccc(-c3cncnc3)cc2O[C@H]1CN(C)Cc1cccnc1
  BioA inh: 0.1
79. O=C(C[C@H]1C[C@@H]2c3cc(NC(=O)Cc4ccncc4)ccc3O[C@@H]2[C@H](CO)O1)NCc1ccccn1
  BioA inh: 1.7

# Some of the compounds tested; rates above refer to the full screens.
